High-throughput results deposited in PubChem BioAssay by National Center for Advancing Translational Sciences (NCATS).
KCNH2 3.1 inh = blocks the human KCNH2 3.1 channel isoform; AID 720553; U2OS KCNH2 3.1, thallium flux FluxOr; hits give low values; activity change, % (tested at about 1.8 µM); hit rate 0.95% among 340,000;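 active = maximum activity change below -70%; inconclusive = maximum activity change from -70% to -50%; inactive = maximum activity change above -50%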;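 note: thallium influx rate constant from kinetic fluorescence after stimulation buffer; % is set by controls: 0 for no effect and ±100 for the full control effect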
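FluxOr-based Tl+ influx in U2OS cells transduced with KCNH2 3.1 virus; rate constants normalized to DMSO controls.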
Coupling enz = coupling enzyme interference in Giardia aldolase counter-screen; coupling enzyme system counterscreen, AmpLite Red fluorescence; activity change, negative = inhibition, % at 58.2 µM, hits read low; hit rate 0.67% among 290,000; in the data active = activity change below about -30%; note: % is set by controls: 0 for no effect and ±100 for the full control effect
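Activity here indicates interference with the coupling reaction, not aldolase inhibition. Compounds at 57.5 uM final met coupling enzymes for 10 min at RT; substrate and AmpLite Red detection followed, with a 525/598 nm fluorescence read after 20 min.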
MLL CXXC-DNA inh = MLL CXXC-DNA interaction inhibition; Q03164; MLL-CXXC / FITC-HOXA9 DNA fluorescence polarization; Potency, µM (top dose mostly 115 µM), for inactives: at the highest dose activity change, negative = inhibition, hits mostly inhibitors; hit rate 0.037% among 290,000; AID 2662; active = well fitted inhibition curve with a large enough effect in the polarisation, with a control signal flat, not every such curve was filed as active; inconclusive = small, poorly fitted or top-dose-only effect, or effect the other way, or a change in a side signal; inactive = no such curve, though single readings can be large or run the other way; the % refers to the polarisation; note: potency is the fitted concentration of half-maximal effect
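Steps: dispense CXXC domain solution (7 uM) → pin compounds or unlabeled HOX-A9 DNA control → 5 min ambient → add FLSN-HOX-A9 solution (50 nM) → spin → 30 min ambient → fluorescence polarization. Tris pH 7.5/NaCl/DTT/BSA buffer.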
hERG WT inh = inhibitors of human wildtype KCNH2 potassium channel. Q12809. activity change, % at 1.84 µM. hit rate 0.37% among 340,000. U2OS, BacMam KCNH2, thallium flux FluxOr; hits give low values;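 active = maximum activity change below -70%; inconclusive = maximum activity change between -70% and -50%; inactive = maximum activity change above -50%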; note: % is set by controls: 0 for no effect and ±100 for the full control effect
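U2OS cells transduced with wild-type KCNH2 virus are loaded with FluxOr dye for 45 min, and thallium flux is measured in kinetic reads before and after stimulation buffer. Rate constants are normalized to DMSO controls.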
TRPV1 agonist = agonists of human vanilloid receptor 1 (TRPV1). Q8NER1. TRPV1-expressing cells, Fluo-8 calcium influx, agonist mode. activation, % at 8.33 µM. hit rate 0.19% among 320,000; in the data active = activation above about 80%; inconclusive = between about 30% and that limit; note: 0% is about no effect
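Fluo-8 calcium influx in TRPV1-expressing cells, kinetic read (ex 480/em 520 nm). Compound added and read 3 min for agonist activity, followed by capsaicin at EC20 final and 2 min further read for enhancement.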
GALK inhibitor = blocks human galactokinase activity; AID 1868; Purified GALK, Kinase-Glo residual ATP luminescence; hit rate 0.007% among 270,000; Potency, µM (titrated, usually from 57.5 µM), inactives show at the highest dose activity change, negative = inhibition, usual class: inhibitors; note: potency is the fitted concentration of half-maximal effect; % is set by controls: 0 for no effect and ±100 for the full control effect
Target sequence (P51570 whole entry, looked up): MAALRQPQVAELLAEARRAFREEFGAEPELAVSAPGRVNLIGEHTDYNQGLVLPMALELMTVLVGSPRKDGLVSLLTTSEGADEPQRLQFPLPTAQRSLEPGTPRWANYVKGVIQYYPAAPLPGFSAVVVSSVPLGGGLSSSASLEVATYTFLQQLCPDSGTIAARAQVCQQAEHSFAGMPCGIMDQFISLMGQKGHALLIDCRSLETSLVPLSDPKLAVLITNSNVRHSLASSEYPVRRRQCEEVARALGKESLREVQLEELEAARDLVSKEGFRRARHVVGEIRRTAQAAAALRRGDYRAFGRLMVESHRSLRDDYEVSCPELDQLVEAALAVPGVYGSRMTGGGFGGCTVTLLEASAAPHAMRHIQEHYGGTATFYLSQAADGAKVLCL
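Quantitative HTS: GALK 5 nM, ATP 35 uM, galactose 100 uM, 1 h room temperature, then luciferase-based ATP detection.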
Integrin act MD = activates integrin-mediated alleviation for muscular dystrophy; AID 624291; hit rate 0.064% among 350,000; alpha7betagal myoblasts, beta-gal FDG fluorescence, 48 h; Potency, µM (titrated, usually from 38.3 µM), for the others: at the top dose activation, most hits filed as activators;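 note: potency is the fitted concentration of half-maximal effect; 100% = response of the positive control SU9516; nearly all actives have a fitted effect of over 60% in size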
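Alpha7betagal+/- myoblasts (passage 13) were plated 16-24 hr, then exposed to compounds (1:260 dilution of DMSO stock) for 48 hours at 37C. After MPER lysis, β-galactosidase reporter activity was read as FDG fluorescence (ex 480/em 540) after 30 minutes.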
A-T KAP1 phos = potential ataxia-telangiectasia treatment. […] A-T fibroblasts, KAP-1 phosphorylation AlphaLISA; neocarzinostatin DNA damage 30 min before lysis. Potency, µM (series often up to 57.5 µM), without a hit: at the top dose activation, most hits filed as activators. hit rate 0.19% among 320,000; note: potency is the fitted concentration of half-maximal effect; % of control where 0% means no effect; nearly all actives have a fitted effect of over 45% in size
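ATM-like activity read as KAP-1 phosphorylation via AlphaLISA donor/acceptor antibody pairs after lysis and 6 hr at 25C. Cells were ATM-null patient fibroblasts ([…], hTERT), dosed 60 min, then exposed to the DSB inducer NCS for 30 min.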
ASM inhibitor = human S-ASM enzyme inhibition. Potency, µM (highest dose often 57.5 µM), for the others: top-dose activity change, negative = inhibition, actives largely listed as inhibitors. placental ASM, HMU-PC fluorogenic substrate, 60 min. hit rate 0.006% among 340,000. AID 504937. P17405; note: potency is the fitted concentration of half-maximal effect
Target sequence (P17405 47-631 limits assumed): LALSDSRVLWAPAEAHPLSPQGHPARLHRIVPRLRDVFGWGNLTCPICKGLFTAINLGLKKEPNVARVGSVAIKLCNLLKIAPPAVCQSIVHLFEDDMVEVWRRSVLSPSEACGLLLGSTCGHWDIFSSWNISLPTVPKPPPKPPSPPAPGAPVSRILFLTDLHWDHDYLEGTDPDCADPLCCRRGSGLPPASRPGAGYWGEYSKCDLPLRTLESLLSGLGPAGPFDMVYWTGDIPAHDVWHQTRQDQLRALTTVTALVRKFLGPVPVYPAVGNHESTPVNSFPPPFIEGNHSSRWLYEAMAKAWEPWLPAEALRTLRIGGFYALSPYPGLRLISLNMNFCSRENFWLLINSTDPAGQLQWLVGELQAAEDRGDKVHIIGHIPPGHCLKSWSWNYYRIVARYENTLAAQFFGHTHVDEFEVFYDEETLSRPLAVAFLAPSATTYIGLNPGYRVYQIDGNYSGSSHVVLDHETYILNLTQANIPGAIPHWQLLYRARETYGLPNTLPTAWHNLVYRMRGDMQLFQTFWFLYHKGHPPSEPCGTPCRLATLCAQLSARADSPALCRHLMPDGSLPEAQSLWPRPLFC
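Steps: dispense placental human ASM, pin compound, wait 10 min at room temperature, add HMU-PC0 substrate at 9 uM final, incubate 60 min at 37 °C, add stop solution raising pH to 10, read fluorescence.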
MBNL1 CUG block = blocks human MBNL1 binding to CUG repeat RNA; Q9NR56; TR-FRET MBNL1-His/biotin-(CUG)12 binding, 665/545 ratio; Potency, µM (doses to about 57.5 µM), for the others: at the top dose activity change, negative = inhibition, most hits filed as inhibitors; hit rate 0.036% among 280,000; AID 2675; active = well fitted inhibition curve with a large enough effect in the signal ratio, with a control signal flat, not every such curve was filed as active; inconclusive = small, poorly fitted or top-dose-only effect, or effect the other way, or a change in a side signal; inactive = no such curve, though single readings can be large or run the other way; the % refers to the signal ratio; note: potency is the fitted concentration of half-maximal effect; % is set by controls: 0 for no effect and ±100 for the full control effect
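His-tagged MBNL1 binding to biotinylated (CUG)12 RNA was measured by TR-FRET using terbium anti-His antibody (0.055 ng/ul final) and streptavidin-XL665 (5 nM final). Compounds were titrated 92 nM to 58 uM; 60 min at room temperature.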
An asterisk follows results filed as active; ? = inconclusive; . = no result given; [ ] = remark or other dose. Unless noted, calls come from the whole dose curve; as a rule, active = well fitted curve in the direction sought with a large enough effect; inconclusive = small, poorly fitted or top-dose-only effect, or another doubt; inactive = no such curve, though single readings can be large; an effect the other way counts as inactive or inconclusive.

1: O=C(C[C@@H]1C/C=C\C[C@@H](Cc2ccc(F)cc2)C(=O)OC[C@H]2CCCN2C1=O)N[C@H](CO)Cc1ccccc1
2: O=C(c1ccco1)N1CCCC(c2nc3c(nnn3Cc3ccc(Cl)cc3Cl)c(=O)[nH]2)C1 (configuration not stated)
3: COC(=O)c1sccc1NC(=O)Cn1cnc2c1c(=O)n(C)c(=O)n2C
4: COc1ccc(CN2CCNC(=O)C2CC(=O)NC2CCCCCCC2)cc1OC (configuration not stated)
5: N=C1/C(=C\c2ccc(OC(=O)c3ccccc3)cc2)C(=O)N=C2SC(N3CCOCC3)=NN12
6: Cc1cc(C)cc(N2CC(C(=O)OCC(=O)Nc3cc(C)on3)CC2=O)c1 (configuration not stated)
7: CS(=O)(=O)c1nc(S(=O)(=O)c2ccc(Cl)cc2)c(N2CCOCC2)s1
8: O=C1C=C(c2ccc3c(c2)OCO3)CCC1
Compound	1	2	3	4	5	6	7	8
KCNH2 3.1 inh	7	-27	-16	-29	-14	31	4	3
Coupling enz	.	1	0	.	4	3	.	.
MLL CXXC-DNA inh	.	-11%	1%	7%	.	0%	1%	.
hERG WT inh	-4	-21	1	-9	-15	-4	-1	-2
TRPV1 agonist	.	0	1	5	-1	-3	1	.
GALK inhibitor	.	9%	-1%	-5%	.	-4%	1%	.
Integrin act MD	20%	14%	-4%	-10%	20%	15%	?	-5%
A-T KAP1 phos	-16%	4%	2%	-6%	-11%	-3%	-9%	.
ASM inhibitor	-8%	-2%	4%	2%	-18%	4%	-1%	12%
MBNL1 CUG block	.	-3%	-1%	4%	2%	-10%	-5%	.

9: O=c1c2ccccc2nnn1CSc1ccc2c(c1)OCCO2
10: CC1Cc2ccccc2N1C(=O)CCS(=O)(=O)c1cccs1 (configuration not stated)
11: COCCc1ncc(CN2CCC(C(=O)Nc3cccc(-c4cscn4)c3)CC2)cn1
12: Cc1cc(C)c(C)c(S(=O)(=O)N2CCC(C(=O)NCCCN3CCOCC3)CC2)c1C
13: COc1cc(C(=O)NCC(=O)N/N=C/c2c(C)[nH]c3ccccc23)cc(OC)c1OC
14: CC(=O)Nc1ccc(S(=O)(=O)NCCSCc2ccc(Cl)cc2Cl)cc1
15: O=C(CCn1ccnc1)Nc1ccc2ccccc2c1
16: CCc1c(O)nc(SCC(=O)Nc2nc3ccccc3s2)n(-c2ccccc2)c1=O
Compound	9	10	11	12	13	14	15	16
KCNH2 3.1 inh	8	10	-5	0	-6	-33	-1	-4
Coupling enz	-1	-6	0	.	-11	2	-3	10
MLL CXXC-DNA inh	-3%	3%	20%	.	-6%	-3%	-3%	-15%
hERG WT inh	1	-6	-4	2	-4	-2	10	-7
TRPV1 agonist	2	-2	-5	1	-1	-1	-1	-6
GALK inhibitor	3%	3%	7%	.	-2%	-2%	-2%	5%
Integrin act MD	25%	-5%	-15%	19%	29%	0%	7%	9%
A-T KAP1 phos	-2%	-2%	1%	10%	11%	4%	5%	5%
ASM inhibitor	-6%	-3%	1%	3%	-5%	-23%	3%	-9%
MBNL1 CUG block	12%	-7%	-17%	.	-13%	3%	6%	-6%

17: Cc1ccc(CN(C(=O)c2c(F)cccc2F)C2CC(C)(C)NC(C)(C)C2)o1
18: Cc1ccc(OCC(=O)Nc2ccc(S(=O)(=O)N3CCOCC3)cc2)c(Br)c1
19: Cc1ccc(CNC(=O)c2nnn(CC(=O)Nc3cc(C)cc(C)c3)c2N)cc1
20: Cc1nc(NCc2ccco2)c(C#N)c2c1COC(C)(C)C2
21: NS(=O)(=O)c1ccc(CCNC(=O)c2cccnc2)cc1
22: CCn1nc(C)cc1C(=O)Sc1cccc(Cl)c1
23: Cc1cccc(NC(=O)c2cc3c(=O)n4ccccc4nc3s2)c1
24: CCOc1ccc(OCCn2c(SCC(=O)O)nc3ccccc32)cc1
Compound	17	18	19	20	21	22	23	24
KCNH2 3.1 inh	11	-22	4	-16	4	-5	8	-11
Coupling enz	2	-3	1	3	2	-1	0	-3
MLL CXXC-DNA inh	-9%	?	-12%	6%	1%	-7%	4%	-11%
hERG WT inh	0	-8	13	4	-19	-2	4	-1
TRPV1 agonist	9	?	0	3	-1	0	7	-1
GALK inhibitor	-1%	8%	9%	8%	-5%	.	0%	1%
Integrin act MD	-3%	8%	22%	38%	20%[7.66 µM]	-35%	7%	20%
A-T KAP1 phos	7%	2%	0%	-5%	-2%	-18%	-2%	-2%
ASM inhibitor	2%	0%	-6%	4%	8%	0%	433%[activator]	-1%
MBNL1 CUG block	-1%	-3%	1%	2%	5%	-7%	18%	-8%

25: COc1ccc(-c2nnc3ccc(SCC(=O)NCc4ccco4)nn23)cc1OC
26: N#C/C(=C/c1ccc(O)c(O)c1)C(=O)NCc1ccc(Cl)cc1
27: FC(F)C(F)(F)c1cc(-c2ccccc2)n[nH]1
28: COc1cccc(NC(=O)c2cc(S(=O)(=O)N3CCc4ccccc43)cn2C)c1
29: CN1C=CC(=CC=C2C=CC(=O)C=C2)C=C1
30: N#Cc1cc(C(=O)c2ccccc2OCC(=O)Nc2ccccc2)cn(C2CCCCC2)c1=O
31: CCCCn1c(-c2cccc3ccccc23)nc2cc3[nH]c(=O)c(C(C)C)nc3cc21
32: CC(=O)c1ccc(Oc2cc(C)nc(NCc3ccccc3)n2)cc1
Compound	25	26	27	28	29	30	31	32
KCNH2 3.1 inh	-14	-12	-1	-23	4	-15	-12	-9
Coupling enz	1	0	3	0	2	3	-9	1
MLL CXXC-DNA inh	3%	74%[activator]	-7%	.	?	4%	2%	-7%
hERG WT inh	-20	-8	-16	-35	10	-5	-6	-23
TRPV1 agonist	-3	2	7	-3	-2	-1	2	-6
GALK inhibitor	2%	6%	0%	.	3%	0%	.	2%
Integrin act MD	3%	0%	-28%	-15%	-21%	15%	-1%	-11%
A-T KAP1 phos	.	1%	-4%	14%	-9%	-4%	13%	13%
ASM inhibitor	-1%	-10%	-1%	-9%	0%	0%	283%[activator]	-1%
MBNL1 CUG block	?	?	-8%	2%	?	?	-2%	-3%

33: Cc1ccccc1NC(=O)NCc1ccccn1
34: O=C(Nc1ccccc1Cl)OC1CCCCC1
35: C=C1C(=O)OC2C1CCC(C)=C1C(=O)C3OC3(C)C12 (configuration not stated)
36: CCOC(=O)c1ccc(NC(=S)NCCCN2CCCCC2)cc1
37: CCN(CC)S(=O)(=O)c1ccc(C(=O)N2CCN(C(=O)c3ccco3)CC2)cc1
38: Cc1csc(N2CCc3ccccc32)n1
39: CS(=O)(=O)c1cccc(C(=O)NCc2ccccc2)c1
40: COC(=O)c1cn(Cc2cccc(C)c2)nn1
41: N#CC(=C=[N-])C1=C(C#N)C(c2ccccc2F)C([n+]2ccccc2)C(O)(C2CC2)N1 (configuration not stated)
Compound	33	34	35	36	37	38	39	40	41
KCNH2 3.1 inh	-10	0	1	-17	-8	-2	-2	-7	-3
Coupling enz	.	2	.	2	.	0	1	4	-7
MLL CXXC-DNA inh	.	0%	.	7%	.	6%	-2%	7%	?
hERG WT inh	-6	6	1	6	-1	6	3	-9	2
TRPV1 agonist	.	8	.	-1	0	2	-1	-1	0
GALK inhibitor	.	-3%	.	-1%	.	-2%	0%	2%	0%
Integrin act MD	15%	-18%	-49%[inhibitor]	-26%	-15%	-5%	-15%	-10%	16%
A-T KAP1 phos	.	6%	.	-4%	2%	5%	8%	1%	-1%
ASM inhibitor	3%	4%	3%	0%	1%	0%	3%	-1%	4%
MBNL1 CUG block	.	-1%	.	-9%	.	10%	-4%	-13%	31%[activator]

Two of these compounds, reformatted.
entry | SMILES | KCNH2 3.1 inh | Coupling enz | MLL CXXC-DNA inh | hERG WT inh | TRPV1 agonist | GALK inhibitor | Integrin act MD | A-T KAP1 phos | ASM inhibitor | MBNL1 CUG block
37 | CCN(CC)S(=O)(=O)c1ccc(C(=O)N2CCN(C(=O)c3ccco3)CC2)cc1 | -8 | . | . | -1 | 0 | . | -15% | 2% | 1% | .
10 | CC1Cc2ccccc2N1C(=O)CCS(=O)(=O)c1cccs1 (configuration not stated) | 10 | -6 | 3% | -6 | -2 | 3% | -5% | -2% | -3% | -7%
